HT1080 IDH1KD tx – qHTS for induction of synthetic lethality in tumor cells producing 2HG: qHTS for the HT-1080-IDH1KD cell line | HT-1080 IDH1 knockdown viability, ATP luminescence, 48 h | Potency, µM (doses to about 46.1 µM), without a hit: at the top dose activity, negative = toxicity, most hits filed as cytotoxic | hit rate 2% among 360,000;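 further: potency means the concentration at half of the fitted maximal effect; 0% = DMSO wells and -100% = cell-free medium wells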
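Luminescent ATP read-out (CellTiter-Glo, 10 min at room temperature) after 48 h compound exposure at 37 °C gave viability of IDH1-knockdown HT-1080 cells. Activity was normalised to DMSO and cell-free wells, then fitted as concentration-response curves.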
SW480 rerep – A quantitative high throughput screen for small molecules that induce DNA re-replication in SW480 colon adenocarcinoma cells; SW480 DNA re-replication, Hoechst DNA content imaging, 48 h; Potency, µM (highest dose often 46.1 µM), for inactives: at the highest dose re-replication activation, usual class: activators; hit rate 1.8% among 340,000; further: potency means the concentration at half of the fitted maximal effect; % of control where 0% means no effect; nearly all actives have a fitted effect of over 55% in size
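SW480 cells exposed to compounds for 48 hr at 37 C, 5% CO2, then Hoechst-stained 40 min. Nuclear DNA content imaged by fluorescence scanning (405 nm excitation, 500-530 nm emission); re-replication scored as increased high-intensity nuclei.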
KB-V1 cytotox – qHTS assay for MDR1-selective chemotherapeutics: Primary screen using the drug-selected MDR subline cells KB-V1; KB-V1 MDR cells viability, CellTiter-Glo, 72 h; Potency, µM (highest dose often 46.1 µM), for the others: top-dose activity change, negative = cytotoxicity, usual class: cytotoxic; hit rate 3.4% among 400,000; further: potency means the concentration at half of the fitted maximal effect; on the % scale 0 is the no-effect control and ±100 the full control effect; nearly all actives have a fitted effect of over 60% in size
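Cytotoxicity via CellTiter-Glo luminescence after 72 h compound exposure at 37 degrees C. Cells: drug-selected KB-V1 line, DMEM phenol-red free plus 10% FBS. Compounds tested at multiple concentrations; normalized data fitted to concentration-effect curves.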
ATXN viability – Viability Counterscreen for Primary qHTS for Inhibitors of ATXN expression; S2 cells (HEK-293 line with an ATXN2-luciferase reporter) viability, CellTiter-Fluor protease fluorescence, 24 h; hit rate 0.49% among 400,000; AID 651635, 2014; Potency, µM (highest dose often 56.7 µM), most hits filed as cytotoxic; further: potency means the concentration at half of the fitted maximal effect; nearly all actives have a fitted effect of over 40% in size
KB-3-1 tox – qHTS assay for MDR1-selective chemotherapeutics: Primary screen using the parental adenocarcinoma cell KB-3-1. hit rate 1.4% among 400,000. KB-3-1 viability, CellTiter-Glo ATP luminescence, 72 h. Potency, µM (top dose mostly 46.1 µM), inactives show at the highest dose activity change, negative = cytotoxic, hits mostly cytotoxic; further: potency means the concentration at half of the fitted maximal effect; on the % scale 0 is the no-effect control and ±100 the full control effect; nearly all actives have a fitted effect of over 60% in size
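Screening of KB-3-1 cells (DMEM, 10% FBS, phenol-red free) ran from lowest to highest compound concentration; after 72 h at 37 °C viability was read luminescently and curves fitted.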
HT1080NT lethal – qHTS for induction of synthetic lethality in tumor cells producing 2HG: qHTS for the HT-1080-NT fibrosarcoma cell line; AID 686970, 2013; HT-1080-NT fibrosarcoma viability, CellTiter-Glo ATP luminescence, 48 h; Potency, µM (doses to about 46.1 µM), inactives show at the top dose activity, negative = less viability, actives largely listed as cytotoxic; hit rate 1.6% among 360,000;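 further: NT is the 2HG producing partner of a matched IDH1 knockdown line; potency means the concentration at half of the fitted maximal effect; 0% = DMSO-treated cells and -100% = media-only wells without cells; nearly all actives have a fitted effect of over 55% in size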
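Fibrosarcoma NT cells, 750 per well in 5% FBS RPMI, were exposed to compound for 48 hours. Viability: CellTiter-Glo luminescence.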
MCF10A rereplic – A quantitative high throughput screen for small molecules that induce DNA re-replication in MCF 10a normal breast cells; MCF 10A DNA re-replication, Hoechst nuclear intensity, 48 h; AID 624296, 2012; Potency, µM (top dose mostly 46.1 µM), for inactives: top-dose activity, positive = re-replication, hits mostly activators; hit rate 2.9% among 350,000; further: potency means the concentration at half of the fitted maximal effect; % of control where 0% means no effect; nearly all actives have a fitted effect of over 50% in size
IL-1B inflam inh – qHTS for Inhibitors of Inflammasome Signaling: IL-1-beta AlphaLISA Primary Screen | THP-1 LPS/ATP IL-1B secretion, AlphaLISA, 16 h; stronger effect = lower value | activity change, % at 57.5 µM | hit rate 4.7% among 360,000 | AID 743279, 2014; in the data active means activity change below about -50%; inconclusive means mostly about -30% to -49%; further: on the % scale 0 is the no-effect control and ±100 the full control effect
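THP-1 cells pretreated 1 hr with compounds (up to 57.5 uM final), then stimulated with LPS (250 ng/mL final) plus ATP (1.25 mM final); secreted IL-1B measured by AlphaLISA after 16 hr, decreased signal indicating inhibition.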
ATXN2 expr inh – Primary qHTS for Inhibitors of ATXN expression; HEK-293 ATXN2-luciferase reporter, luminescence, 24 h; Potency, µM (titrated, usually from 57 µM), without a hit: top-dose activity change, negative = inhibition, usual class: inhibitors; hit rate 0.72% among 360,000; further: potency means the concentration at half of the fitted maximal effect; on the % scale 0 is the no-effect control and ±100 the full control effect; nearly all actives have a fitted effect of over 55% in size
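qHTS (up to 57 uM final) was run with 24 h compound exposure of reporter cells at 37 °C. Each well was multiplexed: SteadyGlo luminescence measured ATXN2-luciferase expression after a fluorogenic Gly-Phe-AFC viability readout (25 uM final).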
Numbers without * were called inactive; i = inactive; ? = inconclusive; · = no result given; [ ] = dose if it differs, or a comment. Unless noted, the call rests on the fitted dose curve; in most records, active means well fitted curve in the direction sought with a large enough effect; inconclusive means small, poorly fitted or top-dose-only effect, or another doubt; inactive means no such curve, though single readings can be large; an effect the other way counts as inactive or inconclusive.

SMILES	HT1080 IDH1KD tx	SW480 rerep	KB-V1 cytotox	ATXN viability	KB-3-1 tox	HT1080NT lethal	MCF10A rereplic	IL-1B inflam inh	ATXN2 expr inh
Cn1c(C2=C(O)CN(c3ccccc3)C2=N)nc2ccccc21	6%	-2%	-9%	i	12%	11%	-3%	62	-2%
O=C1NC2(CCc3ccccc32)C(=O)N1CCOc1ccc(Cl)cc1 (centres undefined)	-10%	-1%	-11%	i	0%	-23%	1%	?	-10%
COc1cc(/C=C/C(=O)Nc2nc3ccc(S(=O)(=O)NC(C)C)cc3s2)cc(OC)c1OC	0%	-3%	0%	i	28%	6%	2%	0	-6%
CC(C)[C@H](CN1CCC[C@H]1CN1C(N)=NC[C@@H]1Cc1ccccc1)N1C[C@@H](Cc2ccccc2)N(CCc2ccc(Cl)c(Cl)c2)C1=N	1%	21%	-8%	i	25%	-3%	?	?	7%
COc1ccc(N2CCN(S(=O)(=O)c3cn(C)cn3)CC2)cc1	2%	-22%	0%	i	2%	0%	0%	9	-6%
COc1ccc(Cl)c2sc(NC(=O)c3ccc(S(=O)(=O)N4CCCC4)cc3)nc12	·	·	62%	i	7%	·	·	·	0%
CN(C(=O)c1cc2c(s1)-c1ccccc1S(=O)(=O)C2)c1ccccc1	-1%	?	-7%	i	-3%	0%	-2%	7	25%
Cc1cc(-c2csc(NC(=O)c3ccccc3C(F)(F)F)n2)c(C)n1Cc1ccccc1	10%	0%	?	i	1%	5%	1%	19	4%
Cc1ccc(S(=O)(=O)C=CS(=O)(=O)c2ccc(C)cc2)cc1	?	·	-8%	?	?	?	·	-17	·
CC(=O)c1ccc(NC(=O)N2CCCC(C(=O)c3ccc4c(c3)OCO4)C2)cc1 (centres undefined)	-8%	-18%	-6%	i	2%	-5%	-2%	68	5%
CCOC(=O)c1oc2ccccc2c1COC(=O)CNC(=O)c1cc(OC)c(OC)c(OC)c1	2%	-45%[inhibitor]	9%	i	5%	9%	-18%	1	3%
CN(C)CCCN(C(=O)c1ccc(C(=O)c2ccccc2)cc1)c1nc2ccc(F)cc2s1	-11%	-1%	12%	?	-1%	-18%	-11%	-27	·
CC(=O)Nc1cccc(-c2nnc(-c3ccccc3)o2)c1	6%	-2%	?	i	11%	17%	-12%	-18	45%[activator]
N#C/C=C/N1CCN(Cc2ccc3c(c2)OCO3)CC1	-6%	-4%	8%	i	16%	-4%	-7%	26	12%
C[C@H]1CN([C@@H](C)CO)C(=O)CCCn2nncc2CO[C@H]1CN(C)C(=O)NC1CCCCC1	10%	·	-5%	i	1%	11%	·	25	14%
O=C(OCc1cc(=O)n2nc(C3CC3)sc2n1)c1ccc(F)cc1	·	·	15%	i	10%	·	·	·	16%
O=C(COC(=O)CNS(=O)(=O)c1ccccc1)NC12CC3CC(CC(C3)C1)C2	-2%	-9%	28%	i	2%	0%	-2%	-11	-6%
O=C(NC1CCCc2c1cnn2-c1ccc(F)cc1F)c1ccccn1 (centres undefined)	-2%	-6%	9%	i	-9%	0%	0%	?	-14%
COc1ccc(-c2noc(C(=O)NCc3ccccc3Cl)n2)cc1OC	-1%	-4%	?	i	-14%	-13%	-2%	-18	-6%
COc1ccc(-n2nc(C(=O)Nc3cccc(Cl)c3)c3c4ccccc4n(C)c3c2=O)cc1Cl	·	·	28%	i	-6%	·	·	·	1%
Cc1ccc(C(=O)NCc2nnc(SCC(=O)NC(C)c3ccccc3)n2C)cc1 (centres undefined)	4%	-3%	3%	i	9%	8%	-10%	2	-19%[11.3 µM]
O=[N+]([O-])c1nccn1CCCCCCCCCCCN1CCOCC1	-19%	·	?	?	-4%	-6%	·	-1	-3%
COC(=O)C1=C(C)N(CCCC(=O)O)C(=O)NC1c1ccc(OC)cc1 (centres undefined)	11%	-10%	-6%	i	8%	20%	18%	17	3%
O=C(NNC(=O)c1ccc(NC(=O)C2CC2)cc1)c1ccc(F)cc1	5%	-4%	3%	i	22%	9%	-2%	31	15%

A second format for two compounds above.
compound | HT1080 IDH1KD tx | SW480 rerep | KB-V1 cytotox | ATXN viability | KB-3-1 tox | HT1080NT lethal | MCF10A rereplic | IL-1B inflam inh | ATXN2 expr inh
CC(=O)Nc1cccc(-c2nnc(-c3ccccc3)o2)c1 | 6% | -2% | ? | i | 11% | 17% | -12% | -18 | 45%[activator]
N#C/C=C/N1CCN(Cc2ccc3c(c2)OCO3)CC1 | -6% | -4% | 8% | i | 16% | -4% | -7% | 26 | 12%

Next part
SMILES	HT1080 IDH1KD tx	SW480 rerep	KB-V1 cytotox	ATXN viability	KB-3-1 tox	HT1080NT lethal	MCF10A rereplic	IL-1B inflam inh	ATXN2 expr inh
O=C(OC12CC3CC(CC(C3)C1)C2)c1ccc(NCc2cc(O)ccc2O)cc1	23µM*	?	15µM*	·	7.3µM*	15µM*	7%	-102*	?
COc1ccc2cc(C(=O)N3CCc4ccccc43)[nH]c2c1	-1%	10%	0%	i	-6%	-5%	?	7	·
COc1ccc(C(=O)O)cc1S(=O)(=O)Nc1cccc(C(F)(F)F)c1	8%	-4%	8%	i	-4%	14%	-16%	17	1%
COc1ccc(C(=O)OCc2c(F)cccc2Cl)cc1S(=O)(=O)N1CCOCC1	-1%	-7%	?	?	-11%	-2%	-10%	-4	·
Cc1oc2c(c1C(=O)NCc1cccnc1)C(=O)c1ccccc1C2=O	2.6µM*	19%	2.6µM*	2.8µM*	?	4.1µM*	?	-81*	2.8µM*
Cc1ccc(OCCCCCCN2CCNCC2)c(Br)c1	15µM*	?	-20%	?	-20%	?	?	-89*	11%
COc1cccc(CN(C)C(=O)c2ccc(Oc3ccccc3)cc2)c1OC	-20%	4%	-19%	i	0%	?	1%	-9	?
O=C(NCc1cccnc1)C1CCN(S(=O)(=O)N2CCOCC2)CC1	9%	-6%	-17%	i	0%	1%[9.24 µM]	-1%	0	0%
O=C(Nc1ncc2c(n1)-c1ccccc1OC2)c1ccc(Cl)cc1Cl	-1%	2%	-3%	i	10%	22%	1%	14	-9%
O=[N+]([O-])c1ccccc1S(=O)(=O)Nc1cccc(-c2ccc(N3CCOCC3)nn2)c1	11%	-4%	-3%	i	5%	5%	3%	16	32%[activator]
C=CCn1c(C(C)(C)C)nc2ccccc21	24%	-5%	?	i	0%	7%	5%	21	1%
O=S(=O)(NCC(c1cccnc1)N1CCN(Cc2ccccc2)CC1)c1ccc(Cl)cc1 (centres undefined)	0%	-2%	-8%	i	-16%	-18%	0%	-5	-4%
C=CCc1c(C)nn(CC(=O)O)c1-c1ccccc1	10%	1%	22%	i	0%	7%	-5%	13	-1%
OCC(O)C1OC(Nc2ccc(Cl)cc2)C(O)C1O (centres undefined)	?	1%	7%	i	5%	?	2%	3	·
CCCCN1C(=O)Cc2c1nc(N)c1c(N)nc(N(CCC)CCC)c(C#N)c21	1%	0%	-20%	i	-3%	-4%	9%	30	-8%
CCc1ccccc1NC(=O)CSc1nnc(Cn2nnc3ccccc32)n1C	13%	-2%	-7%	i	-10%	4%	-6%	0	-6%
Cc1ccccc1NC(=S)N(Cc1ccccn1)Cc1ccccc1Cl	0%	?	-12%	?	9%	-2%	5%	?	?
O=C(Cc1ccccn1)c1ccccc1	10%	-2%	-17%	i	1%	8%	11%	17	15%
CCOc1ccc(Cl)cc1S(=O)(=O)N1CCC(C(=O)NCc2ccco2)CC1	-12%	-2%	-9%	i	-5%	9%	7%	20	3%
COc1cccc(NC(=O)CN(C)C(=O)CC(NC(=O)c2ccccc2Cl)c2ccccc2)c1 (centres undefined)	4%	-22%	-20%	i	-7%	0%	1%	-4	4%
COc1ccc2c(Cl)c(C(=O)NCc3ccco3)sc2c1	-1%	14%	-1%	i	0%	5%	-14%	-3	49%[activator]
O=C(c1ccc(F)cc1)C1CCN(Cc2ccccc2F)CC1	-16%	·	-17%	?	18%	-3%	·	-17	·
CCOc1cccc(C(=O)Nc2cc(-c3nn4c(C)nnc4s3)ccc2C)c1	3%	-1%	-13%	i	-1%	0%	5%	-11	-3%
CC(C)Cn1nc(C(=O)NCc2ccccc2CN2CCCC2)c2ccccc2c1=O	0%	0%	5.8µM*	i	-5%	-1%	1%	?	2%
CC(=O)c1sc(NC(=O)c2c(F)cccc2F)nc1C	13%	0%	-10%	i	12%	3%	-13%	-7	13%
Cc1ccc(-n2ccc(=O)c(C(=O)Nc3ccc(S(=O)(=O)Nc4onc(C)c4C)cc3)n2)cc1	11%	4%	?	i	6%	11%	-1%	15	12%
CCOC(=O)c1cc2c(c(-c3cccc(-c4cc5ccccc5o4)c3)n1)[C@@H](CCO)N(S(=O)C(C)(C)C)C2 (some centres undefined)	?	·	0%	i	0%	?	·	-15	5%
CCc1nnc(NC(=O)C2Cc3ccccc3CN2S(=O)(=O)c2c(C)c(C)cc(C)c2C)s1 (centres undefined)	?	14%	10µM*	i	-20%	4%	?	19	33%
Cc1ccc2[nH]c(=O)c(CN(CCCN(C)C)C(=O)Nc3cccc(Cl)c3)cc2c1	-23%	23%	18µM*	i	?	-18%	3%	-22	16µM*
COc1cccc(OC)c1C(=O)Nc1nc2ccc(S(C)(=O)=O)cc2s1	13%	-6%	-8%	i	-1%	0%	?	-14	-7%
Cn1c(C(=O)Nc2ccc3c(c2)OCCO3)cc2c(=O)n(C)c3ccccc3c21	-28%	-1%	?	?	0%	-27%	9%	-69*	-18%
O=C(CSc1nnc2ccccn12)c1ccc(OC(F)F)cc1OC(F)F	1%	-9%	0%	?	6%	16%	2%	-17	?

Compound activity from PubChem BioAssay.

Not a hit list. About 11% of those tested had a hit in this group.
